Screens deposited in PubChem BioAssay by Broad Institute.
S100A4 inh HTS = S100A4-myosin IIA interaction inhibition; AID 652163; P26447; S100A4/TAMRA-MyoIIA peptide fluorescence polarization; hit rate 0.14% among 360,000; inhibition, % at 10.7 µM;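 active means mean inhibition of at least 70% across replicates, with every replicate also reaching that level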
Target sequence (P26447 whole entry, looked up): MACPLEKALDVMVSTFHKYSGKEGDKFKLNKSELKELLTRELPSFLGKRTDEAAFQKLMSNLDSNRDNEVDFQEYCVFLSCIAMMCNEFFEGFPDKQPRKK
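Test system: S100A4 monomer protein; Medium: HEPES pH 7.2 with CaCl2, KCl, NaCl, DTT, Triton; Probe or stimulus: TAMRA-labelled myosin IIA heavy-chain peptide probe, 5 nM; Doses: one dose per compound; Times: polarization read 5 min after assay mix addition, stable 5–60 min; Benchmarks: neutral control DMSO, positive control TFP.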
ERAP1 HTS inh = ERAP1 (human) enzyme inhibition. Q9NZ08. recombinant ERAP1, Leu-AMC fluorescence, 60 min. inhibition, % at 10.7 µM. hit rate 0.15% among 340,000. AID 652197;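 active means mean replicate inhibition of at least 30%, or all replicates individually reaching that 30% level; inactive means mean below 30% and not every replicate reaching it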;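 further: 0% = neutral control wells and 100% = L-leucinethiol positive control wells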
LGR2 antag = inhibitors of bursicon-induced Drosophila LGR2 receptor cAMP signaling; HEK293 LGR2, CRE-luciferase, bursicon-stimulated, 4 h; inhibition, % at 9.99 µM; hit rate 0.35% among 380,000; AID 720647;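 active means drop in luminescence signal, shown as inhibition above about 50% in the replicate tests, limit read from the data, passing the limit was not always enough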;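 further: agonist challenge used bursicon conditioned medium at about half maximal strength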
Cneo AK release = Cryptococcus neoformans lysis via adenylate kinase release; AID 651654; C. neoformans lysis, adenylate kinase release luminescence, 4 h; normalised: neutral wells 0, clomiphene wells 100; lysis activity, % at 15 µM; hit rate 0.2% among 360,000;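 active means mean lysis activity across replicates of at least 80%, whatever share of replicates individually reach that level; inactive means mean lysis activity below 80%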
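Material – Cryptococcus neoformans yeast cells · Quantity – 5 × 10^6 yeast cells/mL · Buffer or medium – YPD medium · Compound – single dose · Timing – 4 h static compound exposure, 37 °C, read 1 h post-reagent · Signal – adenylate kinase release luminescence · Read-out basis – lysis from increased AK signal · Benchmarks – Clomiphene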
PGC1a acetyl inh = PGC1a acetylation modulation, inhibitor mode. U2OS PGC1a acetylation, AlphaScreen anti-acetyl-lysine; with virally co-expressed GCN5 acetyltransferase. inhibition, % at 15.6 µM. hit rate 0.17% among 350,000. AID 651687;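 active means every replicate shows inhibition of at least 40%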;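 further: 0% = neutral control wells and 100% = positive control wells; some results beyond the cut were filed as inactive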
Statin myotox sup = suppression of simvastatin myotoxicity; AID 602340; rescue of ATP level, % at 7.49 µM; hit rate 0.78% among 330,000; C2C12 myotubes + simvastatin, ATP luminescence, 48 h; scaled: DMSO 0, geranylgeraniol control 100;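 active means mean ATP rescue above about 67%, or every replicate alone reaching that limit, limit read from the data, passing the limit was not always enough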;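 further: myotubes were challenged with 10 µM simvastatin during compound exposure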
Xi reactivation = X-chromosome reactivation activator; XiGFP mouse fibroblasts, % GFP-positive cells imaging, 3 d; cells co-treated with 5-aza-dC sensitizer; scaled so ellipticine positive control = 100%; AID 743238; hit rate 0.055% among 360,000; activation, % at 7.58 µM;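 active means mean normalized replicate activation at least 10% and every replicate at or above 10%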;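 further: 0% = median of on-plate neutral control wells and 100% = ellipticine 6 µM median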
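material = 68-5-11 XiGFP fibroblast line | medium = DMEM plus 5-aza-dC sensitizer | schedule = 3 days compound exposure | benchmarks = positive control ellipticine, 6 µM final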
SIRT5 block = sirtuin-5 (human) deacylase inhibition. Q9NXA8. hit rate 1.1% among 330,000. AID 652115. Purified SirT5, succinyl-peptide AMC, trypsin-coupled fluorescence. inhibition, % at 15 µM; in the data active means inhibition above about 15%
Target sequence (Q9NXA8 whole entry, looked up): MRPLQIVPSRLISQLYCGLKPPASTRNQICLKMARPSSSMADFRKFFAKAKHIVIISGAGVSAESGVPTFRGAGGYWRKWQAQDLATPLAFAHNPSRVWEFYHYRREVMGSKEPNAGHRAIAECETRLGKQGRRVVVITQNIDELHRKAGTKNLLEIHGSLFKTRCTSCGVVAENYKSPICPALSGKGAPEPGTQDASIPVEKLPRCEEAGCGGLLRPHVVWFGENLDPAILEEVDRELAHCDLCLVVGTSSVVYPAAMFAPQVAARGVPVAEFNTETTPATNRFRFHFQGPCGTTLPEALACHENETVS
* marks the source's active call; other numbers are inactive results; nt = not tested or not shown; & = joins results of further samples. The list is partial, so the mix of outcomes need not match the whole.

SMILES	S100A4 inh HTS	ERAP1 HTS inh	LGR2 antag	Cneo AK release	PGC1a acetyl inh	Statin myotox sup	Xi reactivation	SIRT5 block
CO[C@H]1CN(C)C(=O)c2cc(NS(=O)(=O)c3ccccc3)ccc2OC[C@H](C)N(C)C[C@H]1C	6	0	14	-10	nt	5	0.1	1
COc1ccc(CCc2nnc(NS(C)(=O)=O)s2)cc1	-2	-1	14	2	1	-7	0.0	-2
CCCCOCC(O)CCc1n[nH]c(=S)n1-c1ccccc1 (configuration not stated)	2	1	-9	nt	-3	nt	-0.2	-2
C=CC[C@H]1Cc2c(cccc2[N+](=O)[O-])[C@H](CC=C)N1	-2	3	-10	nt	0	-5	0.0	0
CCCNC(=O)N1[C@H](C#N)[C@H](c2ccc(C#Cc3cccc(F)c3)cc2)[C@H]1CO	6	-1	4	-6	-23	-2	-0.1	3
CC(=O)N1c2ccc(S(=O)(=O)N3CCC(C(=O)N4CCN(c5cc(Cl)ccc5C)CC4)CC3)cc2CC1C (configuration not stated)	0	0	18	6	-17	-30	0.0	1
CCN(c1ccccc1C)S(=O)(=O)c1cc2c3c(c1)CCC(=O)N3CCC2	7	1	-7	7	3	0	0.0	0
Cc1ccc2[nH]c(-c3cccc(F)c3)cc(=O)c2c1	-1	0	-38	3	nt	-63	0.7	-1
CC(=O)c1sc(NC(=O)c2cccs2)nc1C	0	0	-28	-2	-4	-16	-0.1	1
O=C(c1ccc(F)cc1)N1CC(=O)N2[C@H](CO)[C@@H](c3ccc(C#CC4CC4)cc3)[C@@H]2C1	-22	0	8	nt	4	nt	0.1	4
O=C(COc1ccccc1CNC[C@H]1O[C@@H](n2ccc(=O)[nH]c2=O)[C@H](O)[C@@H]1O)N1CCCCC1	1	2	nt	1	8	-3	0.0	0
COc1ccc2c3c([nH]c2c1)[C@H](CO)N(C(=O)NC(C)C)CC31CCN(C(=O)C2CCCCC2)CC1	3	2	-4	nt	nt	nt	0.2	3
COc1ccc(C(=O)N2CCN(C(=O)Cc3ccccc3)CC2)cc1OC	-3	-3	2	0	-3	19	nt	0
C[C@H]1CN([C@@H](C)CO)C(=O)c2cccc(NC(=O)Nc3ccccc3)c2O[C@@H]1CN(C)S(=O)(=O)c1ccc(F)cc1	26	-5	13	-2	-5	-38	-0.1	-1
COc1cccc(C(=O)C2CCCN(Cc3cccc(-n4nc(C)cc4C)c3)C2)c1 (configuration not stated)	-6	-1	14	nt	nt	nt	-0.1	-1
Cc1nn(C)cc1C(=O)/C=C/c1ccc([N+](=O)[O-])cc1	2	4	nt	nt	0	nt	0.6	0
O=c1nc(-c2ccccc2)nc(-c2ccccc2)[nH]1	1	nt	nt	-1	-2	nt	0.0	2
C[C@H]1CN([C@@H](C)CO)C(=O)c2cc(C#CC3(O)CCCC3)cnc2O[C@H]1CN(C)S(=O)(=O)c1cccc(F)c1	24	2	2	2	5	nt	0.1	0
CCCCOc1ccc(S(=O)(=O)NC(=O)C2(C)CCN2C(=O)c2cccc(F)c2)cc1 (configuration not stated)	1	1	3	-1	-3	21	-0.1	-2
O=C(c1ccc(F)cc1)N1CC[C@@H]2[C@H]1c1cc(C3=CCCCC3)ccc1N[C@@H]2CO	nt	nt	2	-9	18	20	0.0	nt
COc1cccc(NC(=O)CN(C)CC(=O)Nc2ccccc2-c2ccccc2)c1	1	6	8	-1	nt	15	0.0	-4
O=C(O)C1CSC(c2ccc3c(c2)OCO3)N1 (configuration not stated)	-12	0	-24	-2	7	nt	0.0	7
C[C@H]1CC[C@@]2(O[C@H](CCO)C[C@H](O)[C@H]2O)O1	-6	0	-14	-1	nt	-3	-0.1	5
Cc1cc(C)n(-c2nc3c(c(=O)[nH]c(=O)n3C)n2Cc2ccc(F)cc2)n1	nt	nt	9	-1	7	-7	nt	nt
O=[N+]([O-])c1cccnc1Oc1ccc(F)cc1	1	-1	nt	-1	9	2	0.0	-5

Rewritten bar-delimited: part of the list above.
smiles | S100A4 inh HTS | ERAP1 HTS inh | LGR2 antag | Cneo AK release | PGC1a acetyl inh | Statin myotox sup | Xi reactivation | SIRT5 block
CC(=O)c1sc(NC(=O)c2cccs2)nc1C | 0 | 0 | -28 | -2 | -4 | -16 | -0.1 | 1
O=C(c1ccc(F)cc1)N1CC(=O)N2[C@H](CO)[C@@H](c3ccc(C#CC4CC4)cc3)[C@@H]2C1 | -22 | 0 | 8 | nt | 4 | nt | 0.1 | 4
O=C(COc1ccccc1CNC[C@H]1O[C@@H](n2ccc(=O)[nH]c2=O)[C@H](O)[C@@H]1O)N1CCCCC1 | 1 | 2 | nt | 1 | 8 | -3 | 0.0 | 0
COc1ccc2c3c([nH]c2c1)[C@H](CO)N(C(=O)NC(C)C)CC31CCN(C(=O)C2CCCCC2)CC1 | 3 | 2 | -4 | nt | nt | nt | 0.2 | 3

More compounds
SMILES	S100A4 inh HTS	ERAP1 HTS inh	LGR2 antag	Cneo AK release	PGC1a acetyl inh	Statin myotox sup	Xi reactivation	SIRT5 block
CCN(Cc1ccccc1)S(=O)(=O)c1cc(C(=O)NCC2CCCCC2)ccc1OC	5	6	15	nt	nt	nt	0.0	-1
CCCCC(=O)N1CCN(c2nc(-c3ccc(F)cc3)cs2)CC1	-1	1	-2	0	nt	-13	0.1	-8
O=C(c1ccccn1)N1CC[C@@H]2[C@@H](CO)Nc3ccc(-c4cccc(F)c4)cc3[C@@H]21	nt	nt	-5	-1	-5	5	0.4	nt
COc1ccc(S(=O)(=O)Cc2ccc(C(=O)NCc3ccco3)o2)cc1	-1	nt	4	3	-1	5	0.3	nt
C[C@H](CO)N1C[C@H](C)[C@@H](CN(C)C(=O)NC2CCCCC2)OCc2cnnn2CCCC1=O	28&8&-5	-1&3&3	15&-7	0&-4&8	-2&0&2	1&-14&3	0.2&0.2	-1&10&-4
CCOC(=O)c1sc(C)c2c1NC(c1ccc(N(C)C)cc1)NC2=O (configuration not stated)	nt	nt	-4	2	-10	-4	nt	nt
COCC(=O)N1[C@H](C(=O)N2CCCCC2)[C@@H](CO)[C@@H]2Cn3c(ccc(C4=CCCCC4)c3=O)[C@@H]21	-25	0	-11	-9	nt	-32	0.4	-20
CCCOc1ccc(S(=O)(=O)n2cc(Br)c(=O)[nH]c2=O)cc1	1	-12	4	0	6	5	nt	-3
CC(C)[C@H](NC(=O)c1ccccc1F)C(=O)Nc1cccc(S(=O)(=O)N2CCOCC2)c1	-3	-2	21	14	nt	-17	0.0	-7
CC1=CC(C2CC(=O)N(c3ccccc3C)C2=O)CC2C(=O)N(c3ccccc3C)C(=O)C12 (configuration not stated)	17	-1	4	nt	nt	nt	0.2	-2
CC(C)NC(=O)N(C)C[C@@H]1Oc2ccc(NC(=O)CCN3CCOCC3)cc2CC(=O)N([C@@H](C)CO)C[C@@H]1C	-21&21	0&-4	15&17	10&-2	2	0&2	0.0&-0.6	-4
COc1ccc(S(=O)(=O)N2CCc3ccccc32)cc1NC(C)=O	-4	-3	nt	nt	8	nt	0.0	0
C=CCNC(=S)Nc1ccc(C(N)=O)cc1	-3	-1	10	nt	0	nt	0.1	-1
CCc1nc2ccc(C(=O)Nc3ccc4c(c3)OCC(=O)N4)cn2c1N(C)Cc1nccn1C	-1	0	nt	-1	-2	9	0.0	0
Cc1ccc(S(=O)(=O)N[C@@H]2CC[C@H](CCn3cc(C4(O)CCCC4)nn3)O[C@@H]2CO)cc1	-8	-1	-18	6	-2	0	0.0	-3
O=C(C[C@@H]1CC[C@H](NC(=O)c2cccc(F)c2)[C@@H](CO)O1)NCc1ccccc1	-7	-1	-11	4	-6	4	-0.2	0
O=C(Sc1cccc2cccnc12)c1ccccc1Br	-12	-5	-2	0	nt	36	0.7	-3
O=C(c1c[nH]c2ccccc12)N1CCN(c2ccccc2)CC1	-2	-3	-6	nt	-10	nt	0.1	5
CCCCOCCCNC(=O)CC(C)c1ccccc1 (configuration not stated)	nt	nt	2	0	3	-2	0.0	nt
Cc1ccc(C(=O)NCC(=O)NCCCc2ccccc2)s1	2	2	9	0	-17	3	0.0	-5
CC1(C(=O)NS(=O)(=O)c2ccc(F)cc2F)CCN1C(=O)CC(c1ccccc1)c1ccccc1 (configuration not stated)	-2	1	-5	-2	8	-5	0.1	nt
COc1ccccc1NC(=O)N1CCCC1C(=O)NCCc1ccccc1 (configuration not stated)	6	4	-1	1	-4	8	0.2	-1
N#C[C@@H]1[C@@H](c2ccccc2)[C@@H](CO)N1S(=O)(=O)Cc1ccccc1	-2	-1	-1	2	0	16	-0.2	3
COc1ccc(NC(=O)N(C)C[C@H]2OCCCC[C@@H](C)Oc3ccc(NS(=O)(=O)c4cn(C)cn4)cc3C(=O)N([C@@H](C)CO)C[C@H]2C)cc1	11	1	-2	-3	-2	nt	0.0	-6
COc1ncc(-c2ccc(N3C(c4ccc([N+](=O)[O-])cc4)=Cc4ccccc4C3CC(C)=O)cc2)cn1 (configuration not stated)	6	nt	-2	nt	nt	nt	-0.1	-3
Next section:
SMILES	S100A4 inh HTS	ERAP1 HTS inh	LGR2 antag	Cneo AK release	PGC1a acetyl inh	Statin myotox sup	Xi reactivation	SIRT5 block
COc1ccc(NC(=O)N(C)C[C@@H]2OCc3cn(nn3)CCCC(=O)N([C@@H](C)CO)C[C@@H]2C)cc1	nt	nt	4	nt	-7	2	0.1	nt
CC(C)NC(=O)Nc1ccc2c(c1)CC(=O)N([C@@H](C)CO)C[C@H](C)[C@H](CN(C)Cc1ccc3c(c1)OCO3)O2	5	-4	13	107*	-5	-28	0.0	4
C[C@@H]1CN([C@@H](C)CO)C(=O)c2cc(NC(=O)Cc3ccccc3)ccc2O[C@H]1CN(C)S(=O)(=O)c1cn(C)cn1	5	2	7	0	-7	-1	-0.1	-9
CN(C)/C=C(/C(=O)c1ccc(Cl)cc1)S(C)(=O)=O	1	-4	3	nt	nt	nt	0.0	3
COc1cccc(C2NC(=S)NC3=C2CCc2ccccc23)c1 (configuration not stated)	0	2	-13	nt	nt	nt	0.2	2
CO[C@@H]1CN(C)C(=O)c2cc(NS(=O)(=O)c3ccccc3C)ccc2OC[C@H](C)N(C)C[C@@H]1C	1	0	7	1	1	-11	0.5	-5
COc1ccc(-c2nc3c(C)cc(Br)cn3c2Cc2ccc(C)cc2)cc1OC	-3	-3	-18	-1	-52	13	0.3	-7
CC(C)(C)c1ccc(C(=O)Nc2cccnc2)cc1	1	2	7	-10	nt	-17	0.0	3
CC1(C)CC(=O)C=C(Nc2ccc([N+](=O)[O-])cc2)C1	-3	-1	-3	-1	3	-2	-0.2	2

Full records, quoted from the list:
Listed for CC(C)(C)c1ccc(C(=O)Nc2cccnc2)cc1 → S100A4 inh HTS: 1; ERAP1 HTS inh: 2; LGR2 antag: 7; Cneo AK release: -10; PGC1a acetyl inh: nt; Statin myotox sup: -17; Xi reactivation: 0.0; SIRT5 block: 3
Listed for COc1ccc(NC(=O)N(C)C[C@@H]2OCc3cn(nn3)CCCC(=O)N([C@@H](C)CO)C[C@@H]2C)cc1 → S100A4 inh HTS: nt; ERAP1 HTS inh: nt; LGR2 antag: 4; Cneo AK release: nt; PGC1a acetyl inh: -7; Statin myotox sup: 2; Xi reactivation: 0.1; SIRT5 block: nt
